GPR151 activ: human GPR151 activation; Q8TDV0; PathHunter beta-arrestin GPR151 cells, luminescence; activation, % at 11.2 µM; 650,000 tested, 1% active; AID 1508602; in the data active = activation above about 4.9%;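 also: 0% = median of compound wells and 100% = cells with positive control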
Target sequence (Q8TDV0 whole entry, looked up): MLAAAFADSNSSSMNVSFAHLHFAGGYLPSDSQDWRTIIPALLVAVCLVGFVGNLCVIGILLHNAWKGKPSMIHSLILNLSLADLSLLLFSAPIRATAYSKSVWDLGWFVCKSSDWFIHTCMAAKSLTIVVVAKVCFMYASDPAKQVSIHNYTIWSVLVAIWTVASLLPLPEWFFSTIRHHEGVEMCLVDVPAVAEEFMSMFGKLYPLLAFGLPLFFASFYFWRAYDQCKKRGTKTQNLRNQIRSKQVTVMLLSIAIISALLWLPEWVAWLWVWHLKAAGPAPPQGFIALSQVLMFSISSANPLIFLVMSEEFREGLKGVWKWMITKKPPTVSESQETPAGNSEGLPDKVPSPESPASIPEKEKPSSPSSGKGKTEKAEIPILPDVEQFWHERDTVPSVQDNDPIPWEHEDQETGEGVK
MITF inh: human MITF inhibition, primary screen | O75030 | AlphaScreen MITF homodimerization, bead proximity signal | inhibition, % at 2.6 µM | 650,000 tested, 0.91% active; in the data active = inhibition above about 50%;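 also: 0% = vehicle wells with protein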
Target sequence (O75030 whole entry, looked up): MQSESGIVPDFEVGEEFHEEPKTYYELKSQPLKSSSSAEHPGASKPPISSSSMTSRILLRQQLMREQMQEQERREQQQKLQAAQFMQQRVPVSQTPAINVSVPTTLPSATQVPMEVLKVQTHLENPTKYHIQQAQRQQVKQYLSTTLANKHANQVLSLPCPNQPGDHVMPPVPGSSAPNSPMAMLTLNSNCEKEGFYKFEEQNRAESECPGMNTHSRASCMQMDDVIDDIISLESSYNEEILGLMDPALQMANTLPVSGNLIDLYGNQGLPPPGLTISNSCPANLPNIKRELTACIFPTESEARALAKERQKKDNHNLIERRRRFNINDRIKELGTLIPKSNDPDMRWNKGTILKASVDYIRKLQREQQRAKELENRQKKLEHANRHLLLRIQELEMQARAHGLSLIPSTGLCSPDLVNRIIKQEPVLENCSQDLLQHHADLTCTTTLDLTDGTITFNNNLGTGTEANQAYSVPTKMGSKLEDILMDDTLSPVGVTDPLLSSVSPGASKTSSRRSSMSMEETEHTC
TEAD-YAP inh: TEAD-YAP interaction inhibition; HEK-TIYL cells, TEAD-Gal4/YAP UAS-luciferase luminescence; inhibition, % at 9.12 µM; 640,000 tested, 1.4% active; AID 1259422; in the data active = inhibition above about 32%;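 also: 0% = median of test compound wells and 100% = reference inhibitor wells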
FBW7 act: activators of human E3 ligase FBW7 | 650,000 tested, 0.13% active | normalized activity (activation), % at 26.1 µM | AlphaScreen FBW7–phospho-cyclin E peptide binding, activator screen; in the data active = normalized activity above about 1.9%;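 also: purified mutant Fbw7 with reduced substrate affinity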
* hit, by the source's call; & = joins results of further samples.

SMILES	GPR151 activ	MITF inh	TEAD-YAP inh	FBW7 act
CC1=C(c2ccc(C)cc2)S(=O)(=O)N=C1N1CCN(C2CCCCC2)CC1	-0.4	7	-11	-0.1
Cc1cc(NCCN2CCOCC2)nc(-c2ccccc2)n1	-0.3&0.4	11&-8	10&-1	0.5&-0.1
OC(COc1ccccc1F)CN1CCN(Cc2ccc(Cl)cc2)CC1 (stereo not given)	1.2	-14	1	-0.1
CCC(=O)N1N=C(c2ccccc2)CC1c1cccc([N+](=O)[O-])c1 (stereo not given)	-0.5	5	1	-0.1
COc1ccc(C(=O)COc2ccccc2C(=O)Nc2ccccc2)cc1[N+](=O)[O-]	0.8	2	9	0.2
Cc1[nH]n(-c2cccc(Cl)c2)c(=O)c1C=Nc1cccc(Br)c1	-1.8	6	7	0.7
Cc1ccc(S(=O)(=O)n2c(SCC(=O)NCCc3ccccc3)nc3ccccc32)cc1	5.4*	8	-7	0.0
Nc1nonc1-n1nnc(C(=O)N/N=C/c2ccccc2)c1-c1cccc([N+](=O)[O-])c1	-0.8	1	-6	-0.2
O=C1[C@@H]2CCCN2C(=O)c2ccccc2N1Cc1cccnc1	-0.2	4	5	0.0
CC(C)(C)c1[nH]nc2c1C(c1ccc(O)cc1)C(C#N)=C(N)O2 (stereo not given)	-0.4	16	6	0.6
O=C(Cn1ncc2ccccc21)NCCC1=CCCCC1	-1.8	13	-11	0.7
COc1cccc(Nc2nnc(-c3cc4ccccc4oc3=O)s2)c1	-0.6	0	4	0.0
CCn1c(=N)n(CC(=O)OC)c2ccccc21	-0.6	0	5	0.0
Cc1cc(NC(=O)c2ccc(S(=O)(=O)N3CCCC3)cc2)no1	-0.2	5	-5	-0.1
CCc1ccccc1NC(=O)Nc1cccn(Cc2ccccc2F)c1=O	-0.1	-5	2	0.1
N#Cc1c(-c2ccccc2)cc(-c2ccccc2)nc1SCC(=O)c1ccc(Cl)cc1	1.1	5	8	0.1
CCCCC(=O)NC(=S)NNC(=O)CC#N	-1.0	9	7	0.6
CCOc1ccc(-c2cn3nc(COc4ccc(Cl)cc4Cl)n4c3c2CCCC4)cc1	-1.5	59*	-16	0.8
COc1ccc(-c2noc(CC(=O)NCc3ccccc3OC)n2)cc1	-2.2	7	-10	0.1
Fc1ccc(NC(=S)NCc2ccncc2)cc1	-2.4	2	2	0.2
O=c1[nH]c(CN2CCN(Cc3ccccc3)CC2)nc2ccccc12	-0.1	23	-3	0.5
COc1ccc(CCN(CC(=O)Nc2c(C)cc(C)cc2C)CC(=O)Nc2c(C)cc(C)cc2C)cc1OC	2.8	-2	1	-0.1
COc1ccc(N=Cc2ccc([N+](=O)[O-])o2)c(OC)c1	1.5	-3	9	-0.2
CCCN(CCC)S(=O)(=O)c1ccc(F)c(C(=O)Nc2ccccc2CC)c1	0.8	10	-7	0.2
CN/C=C/C(=O)C(F)(F)F	1.4	3	3	-0.1
CCOc1ccc(/C=C(/NC(=O)c2ccc(C)cc2)C(=O)NC(C)C(=O)O)cc1 (stereo not given)	0.3	17	-28	0.0
CCS(=O)(=O)c1ccc(OC)c(N=NC2=C(O)CC(C)(C)CC2=O)c1	-0.6	-1	-3	-0.1
Cc1cc(NC(=O)c2noc(C(C)C)c2[N+](=O)[O-])n(-c2ccccc2)n1	-2.0	-11	-5	0.0
CCOC(=O)C1=C(CC)OC(N)=C(C#N)C1c1ccc(C(F)(F)F)cc1 (stereo not given)	5.4*	9	6	0.0
CCN(CC)C(=O)C1CCCN(c2nc3ccc(C(=O)NCCN4CCOCC4)cc3s2)C1 (stereo not given)	-2.3	-2	-1	-0.2
COc1cc2nc(Nc3cccc(N(C)C)c3)nc(Nc3ccccc3)c2cc1OC	2.5	8	4	-0.3
CCOC(=O)CSc1nc2c(sc(=S)n2-c2ccccc2OC)c(=O)n1Cc1ccccc1	-0.6	14	-3	0.0
C=C(C)[C@@H]1CC=C(CN2CCc3nnc(CNC(=O)Cc4cccc(F)c4)n3CC2)CC1	-0.9	3	-2	0.7
CC(=O)Oc1ccc([C@@H]2[C@@H](C(=O)c3ccccc3)N3c4ccc(Cl)cc4C=C[C@@H]3C2(C#N)C#N)cc1	1.2	-11	3	-0.1
Cc1ccc(NC(=O)CSCc2cc(=O)[nH][nH]2)cc1	-0.1	3	-3	-0.1
O=C(COC(=O)c1ccc2c(c1)C1C=CCC1C(c1ccc(Br)cc1)N2)c1ccc(Br)cc1 (stereo not given)	-0.6	-1	-6	-0.1
Oc1oc(-c2ccc(Cl)cc2)nc1C=Nc1ccc(Br)cc1	-0.3	-9	2	0.7
Cc1cc(C(=O)N/N=C\c2c[nH]c3ccccc23)c(C)o1	-1.2	2	-32	0.0
CCOc1cc(C2CC(=O)Nc3cc(OC)c(OC)c(OC)c32)ccc1O (stereo not given)	0.7	-5	-4	-0.1
CCCc1nnc2sc(NC(=O)COc3ccccc3)nn12	3.3	12	-13	-0.1
CCn1c(=O)c2c(nc(SCC(=O)N3CCc4ccccc43)n2C)n(C)c1=O	-0.2	1	9	0.1
O=C(CNC(=O)/C=C/c1ccccc1)N=Nc1c(O)[nH]c2ccccc12	0.9	12	1	0.0
Cc1ccc2c(c1)CN(C(=O)C(C)N1CCOCC1)CC(c1ccsc1)O2 (stereo not given)	0.0	6	-11	-0.3
CC(=O)N1CCc2cc(Br)cc(S(=O)(=O)NCCN(C)C)c21	2.0	0	8	-0.1
Cc1cccc(C(=O)Nc2sc3c(c2C(=O)NC(C)(C)C)CCCC3)c1	2.5	-9	-31	-0.2
Cc1cc(C)c2oc(-c3ccc(C)c(NC(=O)c4ccccc4Br)c3)nc2c1	-1.7	-11	0	0.2
O=C(CSc1nnc(-c2ccc(F)cc2)c(-c2ccc(F)cc2)n1)Nc1cccc(Cl)c1	0.2	10	1	0.1
COc1cccc(C(=O)N(CC2CC2)C2CCN(Cc3cccc(C#N)c3)CC2)c1	-1.3	31	11	0.2
CCOCCCNC(=S)NCCCNc1nc2ccc(C)cc2cc1C#N	-1.1	11	18	-0.1
C[C@@H](OCc1ccccc1)[C@@H]1NC(=O)[C@H]2CN(C(=O)c3ccccc3)CCN2C1=O	0.6	-1	-4	0.0
CC12CCC(C/C1=N\NC(N)=O)C2(C)C (stereo not given)	-0.9	1	4	0.0
Cc1cc(-c2nnc(CCC(=O)N(CC3CCC3)CC3CCCO3)o2)no1 (stereo not given)	-0.5	7	-29	0.2
CCOC(=O)c1cccc2c1-c1ccccc1/C2=N\O	-1.4	-11	12	-0.1
Cc1ccc2oc(-c3cccc(NC(=O)c4cccc(F)c4)c3)nc2c1	-0.4	6	8	-0.1
Cc1ccc(C2/C(=C(/O)c3ccc(Cl)cc3)C(=O)C(=O)N2CCCn2ccnc2)cc1 (stereo not given)	-0.5	5	3	-0.1
CCCOc1ccc(-c2cc(C(=O)Nc3ccc(OC)cc3)c3ccccc3n2)cc1	0.5	12	-2	-0.1
CCn1c(=O)c2cc(S(=O)(=O)NC3CCCCC3)ccc2n(CC)c1=O	-0.3	24	11	0.1
COc1ccc(NC(=O)c2cc3cccc(OC)c3o/c2=N\c2sc3c(c2C#N)CCCC3)cc1	1.0	2	-8	0.0
CC(C)(O)C(=O)NNC(=O)NC1CCCCC1	1.4	5	10	0.0
CCN(CC)S(=O)(=O)c1nnc(NC(=O)c2cccc(F)c2)s1	0.1	-12	-58	0.7
Later entries.
SMILES	GPR151 activ	MITF inh	TEAD-YAP inh	FBW7 act
Cc1csc(Sc2ccc([N+](=O)[O-])cc2C(=O)NCc2ccccc2)n1	-1.7	11	4	-0.1
CC(Oc1ccc(Cl)cc1Cl)C(=O)NNC(=O)Cc1ccc([N+](=O)[O-])cc1 (stereo not given)	-0.1	7	10	-0.1
O=C(NN=c1c(=O)c2ccccc2c1=O)c1cccc(S(=O)(=O)N2CCCCC2)c1	-2.0	17	-1	-0.1
CCOC(=O)/C(C#N)=C1/CCCN1	-0.4	0	-1	0.0
COc1cc(C(=O)NN)ccc1OC(C)C	4.6	13	8	0.0
COc1ccc(NS(=O)(=O)c2ccc(Sc3ccc(S(=O)(=O)Nc4ccc(OC)cc4)cc3)cc2)cc1	1.8	9	26	-0.1
CCOc1ccc(CCNC(=O)Cn2ncc3c2-c2ccccc2OC3)cc1OCC	1.0	-2	-12	-0.2
C/C(=N\NC(=O)c1ccncc1)c1ccccc1C(=O)O	-1.6	4	2	-0.1
Cc1ccc(-c2nc(CS(=O)(=O)CC(=O)NCCN3CCCCC3C)c(C)o2)cc1 (stereo not given)	-0.9	-4	-4	-0.2
Cn1c(CC(=O)Nc2ccccc2C(F)(F)F)c(Sc2ccccc2)c2ccccc21	-1.4	-2	3	0.0
COC(=O)C(C)n1c(O)c(/C=C2\C=Nc3ccccc32)sc1=O (stereo not given)	1.5	10	-31	0.2
Cc1ccc(S(=O)(=O)n2nc(OC(=O)C(C)(C)C)cc2N)cc1	-0.4	6	0	-0.1
Cc1ccc(N2C(=O)CC(N3CCN(c4ccccn4)CC3)C2=O)cc1Cl (stereo not given)	0.5	-3	-5	0.0
NC(=S)Nc1nc(-c2ccccc2)cs1	1.0	-20	-24	0.0
CCC(C)(C)NC(=O)c1ccc2c(c1)N(CC(=O)NCc1ccccc1)C(=O)C(C)(C)O2	-0.4	1	1	0.0
Cc1ccc(C(C(=O)NCC2CCCO2)N(C(=O)C(=O)NC2CCCC2)C(C)C)o1 (stereo not given)	0.2	-2	5	-0.3
CCOC(=O)CCSc1nc(C)c2ccccc2n1	-0.5	-9	-9	0.1
COCCCn1c(-c2ccccc2)cn2c3c(=O)n(C)c(=O)n(C)c3nc12	1.4	-7	2	0.0
Cc1n[nH]c(C)c1CCC(=O)N1CCn2c1nc1ccccc12	0.0	4	11	-0.1
c1cn2c(-c3ccc4c(c3)OCO4)cnc2c(NCc2ccc3c(c2)OCO3)n1	-1.8	-1	-11	1.8
Cc1ccc(C(=O)N/C(=C/c2ccc3c(c2)OCO3)C(=O)O)cc1	-0.1	5	8	-0.1
CC1(C)Cc2c(sc3nc(NCc4ccccc4)n4c(=S)[nH]nc4c23)CO1	-0.7	-7	1	-0.1
CCOCCCNC(=O)C(NC(=O)c1ccc(NC(C)=O)cc1)c1ccc(OC)cc1 (stereo not given)	1.2	-2	13	0.0
N#C/C(=C\c1ccc(N2CCOCC2)o1)C(=O)NCCc1ccccc1	-0.6	9	-4	0.8
C#CCOc1ccc2c(C)cc(=O)oc2c1	-1.3	-10	-5	0.1
O=C(NCc1ccco1)C1(S(=O)(=O)c2ccc(Cl)cc2)CC1	0.3	-18	8	0.1
COCCNCCOc1ccc(Cl)cc1	0.2	2	-10	0.0
Cc1cccc(CSc2nnnn2-c2ccccc2)c1	1.2	-3	-2	0.0
O=C(CCCn1c(SCC(=O)c2ccccc2)nc2ccsc2c1=O)NCCc1ccccc1	2.0	11	-8	0.2
COc1ccc(Cl)cc1NC(=O)c1sc2nc(-c3ccccc3)cn2c1C	-0.9	15	-3	0.2
O=C(CCn1c(=S)[nH]c2ccccc2c1=O)NCc1cccc(Cl)c1	1.2	-6	-12	0.0
CCc1ccc(NC(=O)CNS(=O)(=O)c2cccs2)cc1	1.2	12	-12	0.0
CCN(CC)C(=O)C1CCCN(Cc2ccc([N+](=O)[O-])cc2)C1 (stereo not given)	-1.7	28	-5	0.1
COc1ccc(-c2c(C)c3cc(O)ccc3oc2=O)cc1	-0.5	3	1	0.1
CCC1(CC)OC(c2cccc(I)c2)Nc2ccccc21 (stereo not given)	-0.2	9	5	0.1
COc1ccccc1C(=O)Nc1ccccc1	0.1	10	-3	-0.1
CSCCC(NC(=O)c1ccco1)C(=O)NNC(=O)c1n[nH]c(=O)c2ccccc12 (stereo not given)	-0.5	16	1	0.7
Cc1cccc(Nc2nc3nonc3nc2Nc2cccc(C)c2)c1	-0.7	-2	7	0.2
COc1ccc(OCC(=O)NCc2ccccn2)cc1	1.0	2	-3	0.1
CCCc1sc(N(C(=O)c2cc(OC)c(OC)c(OC)c2)c2ccc(OC)cc2)nc1-c1ccccc1	-1.6	-1	6	0.4

Filtered by structure, those above containing fluorine.
SMILES	GPR151 activ	MITF inh	TEAD-YAP inh	FBW7 act
OC(COc1ccccc1F)CN1CCN(Cc2ccc(Cl)cc2)CC1 (stereo not given)	1.2	-14	1	-0.1
CCc1ccccc1NC(=O)Nc1cccn(Cc2ccccc2F)c1=O	-0.1	-5	2	0.1
Fc1ccc(NC(=S)NCc2ccncc2)cc1	-2.4	2	2	0.2
CCCN(CCC)S(=O)(=O)c1ccc(F)c(C(=O)Nc2ccccc2CC)c1	0.8	10	-7	0.2
CN/C=C/C(=O)C(F)(F)F	1.4	3	3	-0.1
CCOC(=O)C1=C(CC)OC(N)=C(C#N)C1c1ccc(C(F)(F)F)cc1 (stereo not given)	5.4*	9	6	0.0
C=C(C)[C@@H]1CC=C(CN2CCc3nnc(CNC(=O)Cc4cccc(F)c4)n3CC2)CC1	-0.9	3	-2	0.7
O=C(CSc1nnc(-c2ccc(F)cc2)c(-c2ccc(F)cc2)n1)Nc1cccc(Cl)c1	0.2	10	1	0.1
Cc1ccc2oc(-c3cccc(NC(=O)c4cccc(F)c4)c3)nc2c1	-0.4	6	8	-0.1
CCN(CC)S(=O)(=O)c1nnc(NC(=O)c2cccc(F)c2)s1	0.1	-12	-58	0.7
Cn1c(CC(=O)Nc2ccccc2C(F)(F)F)c(Sc2ccccc2)c2ccccc21	-1.4	-2	3	0.0

High-throughput results deposited in PubChem by The Scripps Research Institute Molecular Screening Center.

Hits appear at their usual frequency; 3.4% or so of the library scored in one or more.
